Screens as filed in PubChem BioAssay.
ASM inhibitor: blocks human secretory acid sphingomyelinase; actives 0.006% (n = 340,000); P17405; Potency, µM (titrated, usually from 57.5 µM), without a hit: top-dose activity change, negative = inhibition, hits mostly inhibitors; placental ASM, HMU-PC fluorogenic substrate, 60 min; also: potency is read from the fitted curve at half-maximal effect
Target sequence (P17405 47-631 limits assumed): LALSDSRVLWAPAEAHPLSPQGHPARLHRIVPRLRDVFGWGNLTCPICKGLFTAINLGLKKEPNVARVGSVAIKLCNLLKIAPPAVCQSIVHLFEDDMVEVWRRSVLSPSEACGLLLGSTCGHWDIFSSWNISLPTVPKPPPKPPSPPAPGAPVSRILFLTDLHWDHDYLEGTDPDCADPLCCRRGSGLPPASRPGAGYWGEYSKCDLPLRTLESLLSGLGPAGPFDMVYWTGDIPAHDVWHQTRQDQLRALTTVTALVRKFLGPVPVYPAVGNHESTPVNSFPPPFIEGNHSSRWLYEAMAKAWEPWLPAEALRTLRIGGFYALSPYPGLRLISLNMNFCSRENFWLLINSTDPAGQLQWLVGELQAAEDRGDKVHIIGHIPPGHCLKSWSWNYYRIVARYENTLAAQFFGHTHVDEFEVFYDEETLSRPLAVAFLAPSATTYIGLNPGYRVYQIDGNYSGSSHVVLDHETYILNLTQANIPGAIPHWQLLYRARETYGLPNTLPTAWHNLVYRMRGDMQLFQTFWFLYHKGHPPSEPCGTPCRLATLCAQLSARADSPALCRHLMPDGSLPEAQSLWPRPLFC
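Fluorescence read-out (Ex 386 nm, Em 447 nm) after stopping the reaction at pH 10. Enzyme: ASM from human placenta; substrate HMU-PC0, 9 uM final; 60 min, 37 °C. Compound preincubation 10 min, ambient temperature.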
Integrin act MD: activates integrin-mediated alleviation for muscular dystrophy | alpha7betagal myoblasts, beta-gal FDG fluorescence, 48 h | Potency, µM (series often up to 38.3 µM), without a hit: at the highest dose activation, usual class: activators | actives 0.064% (n = 350,000) | AID 624291;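 also: potency is read from the fitted curve at half-maximal effect; 100% = response of the positive control SU9516; nearly all actives have a fitted effect of over 60% in size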
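Alpha7betagal+/- myoblasts (passage 13) were plated 16-24 hr, then exposed to compounds (1:260 dilution of DMSO stock) for 48 hours at 37C. After MPER lysis, β-galactosidase reporter activity was read as FDG fluorescence (ex 480/em 540) after 30 minutes.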
AT treatment: potential ataxia-telangiectasia treatments restoring KAP-1 phosphorylation; […] A-T fibroblasts, KAP-1 phosphorylation AlphaLISA; neocarzinostatin DNA damage 30 min before lysis; actives 0.19% (n = 320,000); Potency, µM (highest dose often 57.5 µM), without a hit: at the top dose activation, most hits filed as activators; AID 485349; also: potency is read from the fitted curve at half-maximal effect; % of control where 0% means no effect; nearly all actives have a fitted effect of over 45% in size
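hTERT-immortalized A-T patient fibroblasts ([…]), 500 cells/well in OPTI-MEM, 1% FBS, got compounds for 60 min, then NCS for 30 min at 37C. Lysates were then assayed for phospho-KAP-1 by AlphaLISA (anti-pKAP1 donor, anti-KAP1 acceptor beads), 6 hr at 25C.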
TRPV1 ag: agonists of human vanilloid receptor 1 (TRPV1); Q8NER1; TRPV1-expressing cells, Fluo-8 calcium influx, agonist mode; activation, % at 8.33 µM; actives 0.19% (n = 320,000); AID 540275; in the data active = activation above about 80%; inconclusive = between about 30% and that limit; also: 0% is about no effect
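Fluo-8 calcium influx in TRPV1-expressing cells, kinetic read (ex 480/em 520 nm). Compound added and read 3 min for agonist activity, followed by capsaicin at EC20 final and 2 min further read for enhancement.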
KCNH2 WT inh: inhibitors of human wildtype KCNH2 potassium channel | Q12809 | activity change, % at 1.84 µM | AID 720551 | actives 0.37% (n = 340,000) | U2OS, BacMam KCNH2, thallium flux FluxOr; stronger effect = lower value;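 active = maximum activity change below -70%; inconclusive = maximum activity change between -70% and -50%; inactive = maximum activity change above -50%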; also: % is scaled to controls: 0 for no effect and ±100 for the full control effect
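U2OS cells were transduced with wild-type KCNH2 virus (2.03 x 10^8 / mL) for 4 h at room temperature, then cultured overnight at 37 C. Thallium flux was read with FluxOr dye. Rate constants were normalized to DMSO controls.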
GALK inh: galactokinase (human) inhibition. actives 0.007% (n = 270,000). P51570. Potency, µM (highest dose often 57.5 µM), inactives show top-dose activity change, negative = inhibition, usual class: inhibitors. Purified GALK, Kinase-Glo residual ATP luminescence. AID 1868; also: potency is read from the fitted curve at half-maximal effect; % is scaled to controls: 0 for no effect and ±100 for the full control effect
Target sequence (P51570 whole entry, looked up): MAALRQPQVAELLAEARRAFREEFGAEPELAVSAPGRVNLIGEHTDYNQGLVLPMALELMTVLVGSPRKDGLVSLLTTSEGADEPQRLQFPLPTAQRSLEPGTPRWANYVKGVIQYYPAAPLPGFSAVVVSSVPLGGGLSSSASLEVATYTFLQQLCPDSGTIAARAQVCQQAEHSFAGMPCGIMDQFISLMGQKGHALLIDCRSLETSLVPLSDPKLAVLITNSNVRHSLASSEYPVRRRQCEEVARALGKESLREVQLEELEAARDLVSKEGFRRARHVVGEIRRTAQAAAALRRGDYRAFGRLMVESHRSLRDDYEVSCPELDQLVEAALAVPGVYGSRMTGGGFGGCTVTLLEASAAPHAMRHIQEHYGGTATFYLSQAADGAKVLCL
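GALK at 5 nM final was combined with compound, 35 uM ATP and 100 uM galactose in HEPES pH8.0 with MgCl2 and DTT. The reaction ran one hour at room temperature before luminescent ATP detection.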
KCNH2 3.1 block: inhibitors of human KCNH2 3.1 potassium channel isoform; U2OS KCNH2 3.1, thallium flux FluxOr; stronger effect = lower value; activity change, % (tested at about 1.8 µM); actives 0.95% (n = 340,000); AID 720553;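 active = maximum activity change below -70%; inconclusive = maximum activity change from -70% to -50%; inactive = maximum activity change above -50%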;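 also: thallium influx rate constant from kinetic fluorescence after stimulation buffer; % is scaled to controls: 0 for no effect and ±100 for the full control effect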
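U2OS cells transduced with KCNH2 3.1 mutant virus (1.77 x 10^8 /mL, 4 h), plated overnight at 37 C, loaded 45 min with FluxOr dye plus Red40 quencher. Thallium flux rate constant from kinetic reads after stimulation buffer, normalised to controls.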
MBNL1-CUG inh: blocks human MBNL1 binding to CUG repeat RNA; Q9NR56; TR-FRET MBNL1-His/biotin-(CUG)12 binding, 665/545 ratio; Potency, µM (series often up to 57.5 µM), for inactives: at the top dose activity change, negative = inhibition, hits mostly inhibitors; actives 0.036% (n = 280,000); active = well fitted inhibition curve with a large enough effect in the signal ratio, with a control signal flat, not every such curve was filed as active; inconclusive = small, poorly fitted or top-dose-only effect, or effect the other way, or a change in a side signal; inactive = no such curve, though single readings can be large or run the other way; the % refers to the signal ratio; also: potency is read from the fitted curve at half-maximal effect; % is scaled to controls: 0 for no effect and ±100 for the full control effect
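Inhibition of protein-RNA binding appears as loss of TR-FRET between terbium anti-His antibody on MBNL1-His and streptavidin-XL665 on biotin-(CUG)12. Activity is normalized to buffer-only and uninhibited-complex controls.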
MLL CXXC-DNA inh: MLL CXXC-DNA interaction inhibition; Q03164; MLL-CXXC / FITC-HOXA9 DNA fluorescence polarization; Potency, µM (titrated, usually from 115 µM), for inactives: top-dose activity change, negative = inhibition, most hits filed as inhibitors; actives 0.037% (n = 290,000); active = well fitted inhibition curve with a large enough effect in the polarisation, with a control signal flat, not every such curve was filed as active; inconclusive = small, poorly fitted or top-dose-only effect, or effect the other way, or a change in a side signal; inactive = no such curve, though single readings can be large or run the other way; the % refers to the polarisation; also: potency is read from the fitted curve at half-maximal effect
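Steps: dispense CXXC domain solution (7 uM) → pin compounds or unlabeled HOX-A9 DNA control → 5 min ambient → add FLSN-HOX-A9 solution (50 nM) → spin → 30 min ambient → fluorescence polarization. Tris pH 7.5/NaCl/DTT/BSA buffer.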
FBPA coupling cs: coupling enzyme interference in Giardia aldolase counter-screen; coupling enzyme system counterscreen, AmpLite Red fluorescence; activity change, negative = inhibition, % at 58.2 µM, hits read low; actives 0.67% (n = 290,000); AID 2472; in the data active = activity change below about -30%; also: % is scaled to controls: 0 for no effect and ±100 for the full control effect
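Final compound at 57.5 uM, incubated 10 min at RT with coupling enzyme reagent (glyceraldehyde-3-phosphate), then 20 min with substrate and AmpLite Red detection. Fluorescence read at 525/598 nm; tests interference with the coupling assay, not aldolase inhibition.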
The depositor's hits bear a star; i = inactive; ? = inconclusive; . = not tested or not shown; & = joins results of further samples; [ ] = remark or other dose. Unless noted, calls follow the shape of the dose curve; as a rule, active = well fitted curve in the direction sought with a large enough effect; inconclusive = small, poorly fitted or top-dose-only effect, or another doubt; inactive = no such curve, though single readings can be large; an effect the other way counts as inactive or inconclusive. Compounds as they come (roughly 2% active in at least one column).

SMILES	ASM inhibitor	Integrin act MD	AT treatment	TRPV1 ag	KCNH2 WT inh	GALK inh	KCNH2 3.1 block	MBNL1-CUG inh	MLL CXXC-DNA inh	FBPA coupling cs
CCCCN1CC(COCc2ccccc2)Oc2ccccc2S1(=O)=O (configuration not stated)	-0.8%	-14.2%	-11.0%	.	13.9	.	-14.1	.	.	.
O=C(Nc1ccccc1)N(Cc1ccc(Cl)cc1)CC(O)C(F)(F)F (configuration not stated)	0.0%	34.9%	-5.7%	-3.9	3.2	0.0%	1.4	4.8%	2.2%	0.9
O=C(c1ccc(F)cc1)n1c(=S)nc2ccccn21	0.5%	7.7%	-4.6%	2.4	-5.1	4.8%	-6.0	0.7%	-3.7%	1.4
COc1ccc(C2(C)NC(=O)N(CC(=O)NCCC3=CCCCC3)C2=O)cc1OC (configuration not stated)	6.5%	-5.7%	3.0%	-4.0	7.1	2.3%	8.1	-4.3%	-2.9%	0.1
Cc1cc(C)cc(OCCCC(=O)O)c1	-0.1%	9.4%	0.4%	-2.3	-1.1	0.8%	-5.9	-1.7%	0.9%	5.5
CC(=O)Nc1ccc(S(=O)(=O)NC2(C(F)(F)F)C(=O)Nc3c2c(=O)n(C)c(=O)n3C)cc1 (configuration not stated)	-0.5%	5.7%	11.3%	-3.0	0.1	0.5%	-32.0	-2.0%	11.6%	-0.6
Cc1ccccc1NC(=O)c1cnc(Nc2nc3ccccc3s2)nc1C	.	.	3.0%	.	.	-0.8%	.	-3.3%	23.6%	-0.2
CC(/C=C1\N=C(SCc2ccccc2)SC1=O)=C\c1ccccc1	-9.8%	1.4%	-2.6%	-2.0	-1.7	0.3%	-6.6	-4.5%	20.8%	0.7
CCOC(=O)C1=C(C)OC(N)=C(C#N)C1c1cccs1 (configuration not stated)	3.3%	22.7%	-2.5%	-9.1	1.0	3.5%	12.7	14.7%	0.9%	-5.1
COc1ccc(CCNC(=O)Nc2ccc(F)cc2F)cc1OC	4.1%	-26.4%	10µM*	-5.3	2.9	-0.3%	-20.1	-17.8%	-9.2%	-2.3
COc1cc(NC(=O)c2ccccc2)c(C)cc1NC(=O)CC(CC(=O)O)c1ccccc1 (configuration not stated)	-0.8%	?	-2.2%	0.3	-7.6	-0.3%	-13.3	-5.6%	7.4%	6.5
COc1cccc(N(C(=O)c2csnn2)C(C(=O)NC2CCCC2)c2ccccc2)c1 (configuration not stated)	-0.7%	10.3%	1.5%	4.5	9.9	4.7%	-2.8	0.5%	7.3%	1.1
CC(=O)Nc1ccc(S(=O)(=O)N(C)Cc2ccccc2)cc1	1.2%	-2.9%	5.4%	?	-5.6	0.4%	.	-8.2%	3.7%	4.1
COc1cc(OC)c2ccc(=O)oc2c1C(CC(=O)N1CCCC1)c1ccc2c(c1)OCO2 (configuration not stated)	5.6%	22.0%	-3.2%	17.5	.	1.4%	.	15.7%	-1.9%	4.0&6.7
O=[N+]([O-])c1ccc(Nc2nc(NCCO)nc(N3CCCC3)n2)cc1	-2.4%	1.8%	8.9%	0.6	i	-2.7%	6.4	?	-1.2%	-5.6
CCC/C(O)=C1\C(=O)CC(c2ccccc2)CC1=NC (configuration not stated)	0.7%	-0.2%	.	5.1	-14.9	1.7%	9.9	-3.0%	-3.6%	0.7
O=C(CCS(=O)(=O)c1cccc2nsnc12)N1CCN(Cc2ccc3c(c2)OCO3)CC1	-2.7%	7.9%	-5.4%	2.3	-3.8	4.1%	12.9	?	5.4%	-0.4
O=Cc1cccc(OC(=O)c2ccc(Cl)cc2Cl)c1	.	.	1.3%	4.8	.	0.9%	.	-7.6%	158.6%[activator]	0.5
Cc1ccc(C(C)NC(=O)/C(C#N)=C\c2c(C)[nH]c3ccccc23)cc1 (configuration not stated)	-12.6%	0.3%[7.66 µM]	.	?	-10.1	0.3%	-12.5	-6.8%	11.2%	-6.6
CCN1CCN(c2ccc(S(=O)(=O)N3CCOCC3)cc2N)CC1	-0.7%	17.5%	8.0%	.	3.6	.	15.2	.	.	.

Results in FBPA coupling cs, for three of the compounds above:
| SMILES | FBPA coupling cs |
| --- | --- |
| COc1ccc(C2(C)NC(=O)N(CC(=O)NCCC3=CCCCC3)C2=O)cc1OC (configuration not stated) | 0.1 |
| CC(/C=C1\N=C(SCc2ccccc2)SC1=O)=C\c1ccccc1 | 0.7 |
| O=C(c1ccc(F)cc1)n1c(=S)nc2ccccn21 | 1.4 |

Other structures:
SMILES	ASM inhibitor	Integrin act MD	AT treatment	TRPV1 ag	KCNH2 WT inh	GALK inh	KCNH2 3.1 block	MBNL1-CUG inh	MLL CXXC-DNA inh	FBPA coupling cs
COc1ccc(N2C(=O)C(OC(C)=O)C2c2ccc(C)cc2)cc1 (configuration not stated)	-0.9%	16.6%	4.8%	16.3	-1.0	0.3%	-3.0	4.6%	6.8%	-0.4
Cc1cc(O)c(-c2ccno2)cc1Cl	83.9%[activator]	17.4%	6.2%	1.9	-1.4	1.5%	-9.2	7.6%	19.3%	0.0
COc1ccc(C(=O)Nc2ccccc2N2CCCC2)cc1	-2.0%	-8.3%	-20.0%	10.5	.	-0.5%	6.9	-1.5%	?	-2.7
CCCCN(C(=O)C1CC(=O)N(CCc2ccc(OC)c(OC)c2)C1)c1c(N)n(CCCC)c(=O)[nH]c1=O (configuration not stated)	126.0%[activator]	3.6%	-5.9%	1.8	-0.6	.	18.7	.	.	.
CC(C)CN(C(=O)COC(=O)CNC(=O)c1sc2ccccc2c1Cl)C1CCS(=O)(=O)C1 (configuration not stated)	-4.5%	4.6%	-11.3%	-0.7	2.2	.	-1.4	.	.	.
O=C(Nc1ccc(OCC(F)(F)C(F)F)c(C(F)(F)F)c1)c1ccccc1O	-22.7%	-26.7%	0.7%	29.4	1.5	0.6%	8.4	?	-0.1%	0.2
COc1ccc(N2CCN(C(=O)NCc3ccc(C)cc3)CC2)cc1	3.0%	17.2%	-4.5%	4.8	1.6	0.6%	-14.1	6.1%	-12.3%	-1.2
CNc1ccc(Br)cc1C(O)c1ccccc1 (configuration not stated)	-3.2%	15.1%	-11.5%	-0.3	-4.0	-2.1%	6.6	0.3%	-1.5%	-17.9
CC1CCCCN1C(=O)CCC(=O)Nc1nnc(C2CCCCC2)s1 (configuration not stated)	5.5%	-12.5%	-0.6%	6.1	-12.3	-2.8%	-9.4	-2.9%	-3.3%	.
COc1ccc(C2c3ccc(O)cc3Oc3ncn4nc(-c5cccnc5)nc4c32)cc1OC (configuration not stated)	?	12.1%	0.7%	2.6	9.3	-1.1%	-20.9	-12.5%	12.1%	0.2
Cc1cc(C)n2c(SCc3ccc(Br)cc3)nnc2n1	-1.5%	-12.2%	3.55µM*	-4.2	1.2	0.4%	-5.2	-1.7%	-4.9%	-5.5
O=C1c2ccccc2S(=O)(=O)c2cc(C(=O)N3CCC(O)CC3)ccc21	5.4%	11.3%	.	.	1.6	.	13.3	.	.	.
COc1ccc(CN2CCN(C)CC2)cc1OCc1ccccc1	6.5%	-6.5%	16.0%	-0.1	-20.3	-0.4%	-10.3	10.9%	3.0%	-1.0
Cc1ccccc1NC(=O)CN(c1ccc(F)cc1)S(C)(=O)=O	4.6%	7.0%	-3.1%	0.8	0.0	-2.8%	19.7	8.3%	1.5%	-0.5
C[C@H](N)C(=O)NC[C@H]1O[C@@H](n2cnc3c(N)ncnc32)[C@H](O)[C@@H]1O	-1.7%	-1.8%	3.1%	.	-4.1	.	4.0	.	.	.
CCOC(=O)N1CCN(C(=O)CN2C(=O)COc3ccc(C(C)(C)C)cc32)CC1	-1.3%	-20.1%	20.2%	0.0	27.8	-1.7%	7.2	-14.0%	-11.8%	-3.6
COc1ccc2c(C)cc(=O)[nH]c2c1	0.2%	2.2%	2.4%	1.9	-4.8	-1.2%	-95.0*	0.9%	1.9%	-2.5
Clc1ccc2c(N/N=C/c3cccnc3)ccnc2c1	17.6%	-55.4%[inhibitor]	0.3%	?	-5.7	9.6%	-13.2	?	8.7%	1.3
Cc1nc2ccc(NC(=O)COc3ccccc3)cc2s1	-2.7%	9.9%	1.1%	2.5	-1.4	-5.9%	-7.1	-7.2%	24.9%	1.6
COc1ccc(C(=O)C2CCCN(C(=O)c3ccnn3C)C2)cc1OC (configuration not stated)	1.7%	1.2%	0.2%	3.0	-0.1	2.3%	14.6	-5.7%	2.0%	-1.2
